# Screening data deposited in PubChem by several laboratories.
# IL1B NFkB inh – inhibitors of IL-1B driven NFkB p65 nuclear import, primary screen, imaging, HUVEC, IL-1B stimulus, high-content imaging | HUVEC IL-1B NFkB p65 nuclear translocation imaging | inhibition, % at 2 µM | 94,000 tested, 0.43% active | AID 796, 2007;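 active = inhibition above about 30% together with a positive call from visual inspection of the well image, limit read from the data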;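 note: nuclear over cytoplasmic p65 intensity ratio measured by imaging; 0% = IL-1B stimulated DMSO wells and 100% = unstimulated DMSO wells; values of inactives mirror those of a sister screen read the other way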
# PLAP inhibitors HTS – PLAP enzyme inhibitors, biochemical, luminescence, HTS (AID 690). Alkaline phosphatase, placental type (Homo sapiens). purified PLAP, luminescent substrate; higher % means a stronger effect. inhibition, % at 20 µM, or IC50 in µM where a hit was titrated. 96,000 tested, 0.08% active; in the data active = a potency from the dose series; inactive = the rest, 99 in 100 with inhibition below about 30%; note: strong numbers were not always called active
# MRP resist rev – reversal of MRP1-mediated doxorubicin resistance, primary screen, H69AR cells, doxorubicin co-treatment; H69AR cells + 2 uM doxorubicin, CellTiter-Glo, 72 h; differential viability (reversal), % at 10 µM; 85,000 tested, 0.04% active; AID 602, 2007;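 active = viability drop by adding the cancer drug above about 55%, with treated viability meeting a 40% cutoff, limit read from the data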;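 note: viability without doxorubicin minus viability with 2 µM doxorubicin for each compound; larger differential means the compound sensitizes cells more to doxorubicin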
# NFkB transloc pot – enhancers of NFkB p65 translocation in HUVEC – imaging, IL-1B stimulus, high-content imaging, primary screen | 94,000 tested, 0.3% active | activation, % at 2 µM | HUVEC IL-1B NFkB p65 nuclear translocation imaging | AID 819, 2007;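 active = activation above 40%, about the mean plus 3 SD, also judged a hit on visual image review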;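 note: percent activation is computed from the nuclear over cytoplasmic p65 intensity ratio; values of inactives mirror those of a sister screen read the other way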
# Bcl-B TR3 displacers – displacers of TR3 peptide from Bcl-B, primary screen, selectivity assay for Bfl-1 inhibitor project, biochemical, fluorescence polarization; Bcl-2-like protein 10 (Homo sapiens); 96,000 tested, 0.11% active; FP displacement of FITC-TR3 peptide from Bcl-B; higher % means a stronger effect; one-dose displacement, % at 20 µM; IC50 in µM for titrated hits;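 active = displacement above 50% at 20 µM plus a fluorescence interference ratio under 1.5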;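 note: plate controls were wells without compound for no effect and wells lacking Bcl-B protein for full effect; a part of the inactive calls stands beside numbers as strong as those of hits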
# MRP resist rev cytotoxicity – further read-out of MRP resist rev, marked with its call; viability, %; H69AR cells, CellTiter-Glo, 72 h; measured here: cytotoxicity without doxorubicin
# MRP resist rev with doxorubicin – second read-out of MRP resist rev, no call of its own (marks repeat the call); viability, %; measured here: viability with 2 uM doxorubicin; stronger effect = lower value
# IL1B NFkB inh cell count 2 µM – recorded beside IL1B NFkB inh, whose call it bears; cell count; measured here: cells passing quality filter;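 raw number of nuclei counted in each imaged well without normalization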
# NFkB transloc pot cell count 2 µM – also measured in NFkB transloc pot; calls as there; cell count; measured here: cells passing quality filter
# * marks the source's active call; other numbers are inactive results; . = no result given. A portion of the library (hit frequency here may not be typical).
# A first look (2 entries):
canonical_smiles	IL1B NFkB inh	IL1B NFkB inh cell count 2 µM	PLAP inhibitors HTS	MRP resist rev	MRP resist rev cytotoxicity	MRP resist rev with doxorubicin	NFkB transloc pot	NFkB transloc pot cell count 2 µM	Bcl-B TR3 displacers
CC(=O)Nc1ccc(S(=O)(=O)N2CCN(c3ccccn3)CC2)cc1	-9	160	12%	16	83	68	9	160	5%
COc1ccc2nc(NC(=O)c3cc(S(=O)(=O)N4CCOCC4)ccc3C)sc2c1	-30	158	-7%	-13	60	73	31	158	2%

# Results, from the start:
canonical_smiles	IL1B NFkB inh	IL1B NFkB inh cell count 2 µM	PLAP inhibitors HTS	MRP resist rev	MRP resist rev cytotoxicity	MRP resist rev with doxorubicin	NFkB transloc pot	NFkB transloc pot cell count 2 µM	Bcl-B TR3 displacers
CC(=O)Nc1ccc(S(=O)(=O)N2CCN(c3ccccn3)CC2)cc1	-9	160	12%	16	83	68	9	160	5%
COc1ccc2nc(NC(=O)c3cc(S(=O)(=O)N4CCOCC4)ccc3C)sc2c1	-30	158	-7%	-13	60	73	31	158	2%
CC1(C)CC(=O)C(C=NCCc2ccccn2)=C(O)C1	1	57	11%	-3	97	101	-1	57	-13%
CC(NC(=O)CN(C)Cc1nc2ccccc2c(=O)[nH]1)c1ccccc1 (stereo unspecified)	-17	160	-131%	9	91	83	17	160	13%
C=CCNc1nc(-c2ccc(Cl)cc2)cs1	10	185	0%	12	93	81	-10	185	-4%
Nc1nc2ccc(S(=O)(=O)N3CCCCC3)cc2s1	1	50	13%	0	1	1	-1	50	-1%
Cc1ccc(/C(N)=N/OC(=O)Oc2ccccc2)cc1	-14	65	19%	11	91	81	14	65	9%
O=C(C(Cc1ccccc1)n1cccc1)N1CCCCC1 (stereo unspecified)	-4	185	20%	13	94	81	4	185	1%
O=C(O)[C@H](Cc1ccccc1)N1Cc2ccccc2C1=O	2	38	-1%	1	93	92	-2	38	-3%
Cc1cc(S(=O)(=O)Nc2ccccc2C(=O)O)ccc1Cl	-1	154	-36%	-23	68	91	1	154	-4%
NC(=O)C1CCN(C(c2ccccc2F)c2nnnn2Cc2ccco2)CC1 (stereo unspecified)	3	93	-16%	5	84	79	-3	93	-13%
Cc1ccc(NS(=O)(=O)c2ccc3c(c2)oc(=O)n3C)cc1F	-17	45	25%	9	102	93	17	45	13%
CS(=O)(=O)N(CC(=O)N1CCCCCC1)c1ccc2c(c1)OCCO2	1	156	13%	12	99	87	-1	156	-4%
Cc1oc(-c2cccs2)[n+]([O-])c1C	2	112	9%	-2	108	110	-2	112	12%
COc1ccc(C(=O)NCCC(C)C)cc1S(=O)(=O)N1CCOCC1	-8	138	-26%	-4	97	101	8	138	2%
COc1ccc(/C(=N/O)C(C)(C)NO)cc1	1	170	2%	-23	89	112	-1	170	-15%
Nc1cccnc1Sc1cccc(Cl)c1	-1	123	-15%	.	.	.	1	123	13%
Cc1ccc(S(=O)(=O)NC2=NCN(CCOC(=O)c3ccccc3)CN2)cc1	-1	151	8%	13	98	85	1	151	8%
COc1ccccc1NC(=O)COC(=O)c1cnccn1	-10	85	11%	11	90	78	10	85	0%
COc1cc(C2c3c(-c4ccccc4)n[nH]c3C(=O)N2c2ccc(C(=O)O)cc2)ccc1O (stereo unspecified)	10	151	-18%	-1	97	98	-10	151	8%
CCc1cc(C(=O)OC)c(NC(=O)CC2NCCNC2=O)s1 (stereo unspecified)	1	106	-19%	-5	88	93	-1	106	-2%
CCOc1ccc(-n2c(SC)nc3c(c2=O)SCC3)cc1	.	.	14%	0	93	93	.	.	-2%
N#CCCN(C1CCCCC1)S(=O)(=O)CCOc1ccccc1	.	.	15%	-10	88	97	.	.	0%
COc1ccc(NC(=O)C2CCCN(S(=O)(=O)c3cccc4cccnc34)C2)cc1OC (stereo unspecified)	13	49	6%	-5	80	85	-13	49	9%
O=C1CN(S(=O)(=O)c2ccc(Cl)cc2)CC(=O)N1CCc1ccccc1	10	169	-14%	3	98	95	-10	169	1%
CCOc1cc(CNCCc2ccc(S(N)(=O)=O)cc2)ccc1OCc1ccc(Cl)cc1	-27	124	-51%	.	.	.	27	124	-8%
CC(C)c1nc2cc3ccccc3cc2[nH]1	-7	106	2%	3	83	80	7	106	-5%
CCC(Sc1nc2ccccc2c2nc3ccccc3n12)C(=O)NCc1ccco1 (stereo unspecified)	-14	121	-86%	-5	96	102	14	121	-12%
COC(=O)CSc1nc2ccccc2n1CC(=O)N(C(C)C)C(C)C	.	.	13%	7	105	99	.	.	-7%
N#CC(C(=O)Nc1ccccc1)=C1Nc2ccccc2N1	-7	167	-43%	-4	61	64	7	167	6%
O=C(NC(=O)c1ccncc1)NC(c1ccccc1)c1ccccc1	-1	132	-24%	7	94	87	1	132	-7%
O=C(CSCc1ccccc1)Nc1ccc(Cl)cn1	6	94	-23%	10	91	81	-6	94	6%
CC(C)(C)n1nnnc1C(c1ccccc1F)N(Cc1ccco1)CC1CCCO1 (stereo unspecified)	-13	69	-71%	9	76	67	13	69	-20%
O=C(c1ccccc1)c1coc2ccc(O)c(Cl)c12	16	101	-18%	-17	62	79	-16	101	7%
CN(C)c1ccc(C=Nc2ccccc2)cc1	1	168	0%	10	105	95	-1	168	6%
CC(=O)Nc1ccc(S(=O)(=O)NCc2ccc(C(=O)NCCN3CCCCCC3)cc2)cc1	-7	146	.	-2	95	98	7	146	8%
C=CCc1cccc2cc(NC(C)=O)c(=O)oc12	0	90	15%	6	94	88	0	90	-3%
COc1cc(CCNC(=O)c2cnn3ccccc23)cc(OC)c1OC	7	167	7%	.	.	.	-7	167	1%
O=S1(=O)CCN2C(=N1)SC1=C2CCN(Cc2ccccc2)C1	-17	130	6%	7	97	90	17	130	-4%
COc1ccc(S(=O)(=O)N2CCN(Cc3ccc4c(c3)OCO4)CC2)c2ccccc12	2	139	-25%	16	87	71	-2	139	3%
Cn1c(C(=O)NCc2ccccn2)cc2c(=O)n(C)c3ccccc3c21	4	163	-70%	-11	67	77	-4	163	4%
CCc1c(C)nc(/N=C(/NC(=O)c2ccccc2)Nc2ccccc2OC)[nH]c1=O	55*	118*	.	0	90	90	-55	118	.
CCCCCCCn1ccc(=N)cc1	5	163	33%	-2	60	62	-5	163	5%
N#CC12CCCCC1CC1CCCCC1(C#N)N2Cc1ccccn1 (stereo unspecified)	-4	163	-17%	-4	98	102	4	163	-1%
CCOC(=O)c1ccccc1NC1c2ccccc2C(=O)N1C1CCN(C(=O)OCC)CC1 (stereo unspecified)	-7	57	-41%	22	84	63	7	57	-1%
COc1ccc(OC)c(C2=NOC(C(=O)Nc3cccnc3)C2)c1 (stereo unspecified)	1	129	-10%	-2	93	95	-1	129	-2%
Cc1ccc(S(=O)(=O)N/N=C/c2ccc(OC3CSC3)cc2)cc1	-15	166	-9%	.	.	.	15	166	-5%
COC(=O)c1c(C#N)c(N)nc2c1CCC2	0	128	13%	2	92	89	0	128	2%
CCc1c(C)nc2cc(-c3cccs3)[nH]n2c1=O	8	85	18%	15	92	77	-7	85	-8%
COCCNc1nc(SCC(=O)N2CCN(c3ccccc3OC)CC2)nc2ccccc12	-33	114	-55%	.	.	.	33	114	-4%

# Five entries out of the list above, arranged by their value in NFkB transloc pot cell count 2 µM, falling.
SMILES | NFkB transloc pot cell count 2 µM
CC(=O)Nc1ccc(S(=O)(=O)N2CCN(c3ccccn3)CC2)cc1 | 160
Cc1cc(S(=O)(=O)Nc2ccccc2C(=O)O)ccc1Cl | 154
Nc1cccnc1Sc1cccc(Cl)c1 | 123
CCc1cc(C(=O)OC)c(NC(=O)CC2NCCNC2=O)s1 (stereo unspecified) | 106
CC1(C)CC(=O)C(C=NCCc2ccccn2)=C(O)C1 | 57

# (further entries)
canonical_smiles	IL1B NFkB inh	IL1B NFkB inh cell count 2 µM	PLAP inhibitors HTS	MRP resist rev	MRP resist rev cytotoxicity	MRP resist rev with doxorubicin	NFkB transloc pot	NFkB transloc pot cell count 2 µM	Bcl-B TR3 displacers
Cc1ccc(-c2noc(CN3CCN(Cc4ccccc4)CC3)n2)cc1	1	82	.	.	.	.	-1	82	.
COCCNC(=O)CSc1nc2ccccc2c(=O)n1CCCC(=O)NCc1ccccc1	-1	119	-30%	26	104	79	1	119	5%
CCN1CCN(Cc2nc3c(c(=O)n(C)c(=O)n3C)n2CC(=O)c2ccccc2)CC1	-22	77	-34%	11	94	82	21	77	2%
Cc1ccc(S(=O)(=O)n2cnc3cc([N+](=O)[O-])ccc32)c(C)c1C	1	149	1%	.	.	.	-1	149	-100%
Cc1c(C(=O)OC2CCCC2C)[nH]c2c1C(=O)CCC2 (stereo unspecified)	.	.	-16%	17	89	71	.	.	-2%
Cc1c(Br)c([N+](=O)[O-])nn1C(C)C(=O)NCc1cccnc1 (stereo unspecified)	6	172	21%	6	80	74	-6	172	0%
CCOC(=O)CSc1nc2nc(C)cc(C)n2n1	.	.	11%	2	96	94	.	.	-5%
CCC1C2CN(C(C)=O)CC=C2C(C#N)=C(N)C1(C#N)C#N (stereo unspecified)	2	167	6%	29	88	59	-2	167	3%
CCN1CCCC1CNC1=NCCCCC1 (stereo unspecified)	13	84	1%	-16	83	99	-13	84	-5%
COc1cc2nc(-c3cccs3)oc(=O)c2cc1OC	-15	103	.	34	90	57	15	103	.
Cc1nn2c3c(cnc2c1-c1ccccc1)C(=O)CC(c1ccco1)C3 (stereo unspecified)	-5	85	9%	21	47	27	5	85	-14%
COc1ccc(C2CC(c3ccc(F)cc3)Nc3nc(N)nn32)cc1OC (stereo unspecified)	-17	64	-78%	9	92	83	17	64	-4%
O=C(Nc1cnn(C23CC4CC(CC(C4)C2)C3)c1)c1cnn2cccnc12	-4	102	-12%	3	81	78	4	102	-12%
COc1cc([C@@H]2[C@H]3CN(C)CC=C3C(C#N)=C(N)C2(C#N)C#N)cc2c1OCO2	.	.	-5%	.	.	.	.	.	18%
O=C(Nn1cnc2ccccc2c1=O)c1ccccc1Cl	-18	131	-12%	5	102	97	18	131	-7%
Cc1ccc(C)c(NC(=O)CSc2nnc(-c3ccccc3C)o2)c1	-2	107	20%	9	97	88	3	107	-6%
Cc1cccc(NC(=O)CSc2nnc(CSc3nc(C)cc(C)n3)o2)c1	-1	70	-14%	3	106	103	1	70	0%
O=C(NCc1ccco1)C(NS(=O)(=O)c1cccc2nsnc12)c1ccccc1 (stereo unspecified)	1	145	8%	-3	87	91	-1	145	8%
Cc1csc(NC(=O)CNS(=O)(=O)c2cccs2)n1	-28	104	-101%	-2	99	101	28	104	-7%
Cc1cc(NC(=O)c2cc3nc4c(c(C(F)(F)F)n3n2)CCc2ccccc2-4)no1	.	.	18%	-5	29	34	.	.	0%
Cn1cc(C(=O)NC2CCCCCCC2)c(=O)c2cc(S(=O)(=O)N3CCCC3)ccc21	.	.	-60%	12	32	21	.	.	-5%
CCOC(=O)/C=C1\SCC(=O)N1CCOc1cccc(Br)c1	.	.	-39%	8	104	96	.	.	-63%
C/C(=N\NC(=O)C(=O)Nc1cccc(C(F)(F)F)c1)c1ccc(Cl)s1	-3	160	2%	.	.	.	3	160	-3%
COCCNC(=O)Cc1ccc(Br)cc1	.	.	-8%	-13	78	91	.	.	-58%
CCN(CC)c1ccc(C2Nc3cccc4cccc(c34)N2)c(O)c1	4	88	7%	-8	19	28	-4	88	-32%
CCCN1C2CCCC1CC(NC(=O)Nc1cccc(C(C)=O)c1)C2 (stereo unspecified)	-5	174	11%	11	98	87	5	174	-13%
